Screening results deposited in PubChem BioAssay by National Center for Advancing Translational Sciences (NCATS).
IDH1 R132H inh = inhibitors of human mutant IDH1 R132H; AID 602179; Potency, µM (top dose mostly 76.6 µM), without a hit: top-dose activity change, negative = inhibition, most hits filed as inhibitors; O75874; 390,000 tested, 0.093% active; IDH1-R132H enzyme, NADPH consumption, diaphorase/resazurin fluorescence; also: % is scaled to controls: 0 for no effect and ±100 for the full control effect; nearly all actives have a fitted effect of over 65% in size
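IDH1-R132H (0.5 ug/mL) preincubated 30 min with compound, then NADPH (0.016 mM) and alpha-KG (2 mM) added; 80 min at RT, pH 7.5. Remaining NADPH coupled via diaphorase/resazurin to fluorescence (540/590 nm); concentration-response curves normalized to no-enzyme control.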
TrxR1 inh = blocks rat thioredoxin reductase 1; 390,000 tested, 1% active; recombinant rTrxR1, NADPH fluorescence consumption, selenite substrate; Potency, µM (highest dose often 114 µM), for inactives: at the top dose activity change, negative = inhibition, actives largely listed as inhibitors; also: % is scaled to controls: 0 for no effect and ±100 for the full control effect; nearly all actives have a fitted effect of over 65% in size
Target sequence (O89049 whole entry, looked up): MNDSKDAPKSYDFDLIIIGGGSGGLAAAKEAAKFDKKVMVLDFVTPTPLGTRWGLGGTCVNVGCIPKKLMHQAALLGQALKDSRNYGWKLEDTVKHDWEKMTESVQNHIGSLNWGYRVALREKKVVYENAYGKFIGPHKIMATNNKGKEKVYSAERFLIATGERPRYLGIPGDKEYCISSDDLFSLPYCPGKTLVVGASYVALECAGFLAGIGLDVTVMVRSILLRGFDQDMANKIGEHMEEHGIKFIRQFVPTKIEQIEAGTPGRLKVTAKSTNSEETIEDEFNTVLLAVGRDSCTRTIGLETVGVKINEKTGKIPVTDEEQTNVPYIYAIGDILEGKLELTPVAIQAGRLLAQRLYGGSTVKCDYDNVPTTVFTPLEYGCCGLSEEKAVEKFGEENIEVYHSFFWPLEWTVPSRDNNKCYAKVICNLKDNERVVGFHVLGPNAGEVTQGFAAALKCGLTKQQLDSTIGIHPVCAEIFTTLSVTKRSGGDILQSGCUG
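Rat TrxR1 (90 nM in the dispensed reagent) was pre-reduced with 400 uM NADPH for 5 min at room temperature, then incubated with compound for 15 min. After 400 uM selenite was added, NADPH fluorescence (Ex 340/Em 450 nm) was followed for 8 min.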
12-LOX inh = blocks human arachidonate 12S-lipoxygenase | P18054 | purified 12hLO, xylenol orange hydroperoxide absorbance | Potency, µM (top dose mostly 108 µM), without a hit: top-dose activity change, negative = inhibition, actives largely listed as inhibitors | 580,000 tested, 1.1% active | AID 1671190; also: % is scaled to controls: 0 for no effect and ±100 for the full control effect
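Purified human 12hLO at 150 nM in 25 mM Hepes, 0.01% Triton X-100, pH 7.0, preincubated 15 min at room temperature with compound. Reaction started with 40 uM arachidonic acid, 30 min at room temperature. Hydroperoxide measured by Fe-xylenol orange, 573/405 nm absorbance ratio.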
Vif-APOBEC3G blk = inhibitors of Vif-APOBEC3G interaction; HeLa A3G-eYFP + Vif (tagged APOBEC3G with the HIV-1 protein that degrades it), YFP fluorescence, overnight; Potency, µM (highest dose often 46.1 µM), inactives show at the highest dose activity, negative = active, actives largely listed as inhibitors; 410,000 tested, 0.076% active; AID 602310;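 also: % is scaled to controls: 0 for no effect and ±100 for the full control effect; nearly all actives have a fitted effect of over 60% in size; hits raise eYFP signal because A3G escapes Vif-driven loss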
Target sequence (Q9HC16 whole entry, looked up): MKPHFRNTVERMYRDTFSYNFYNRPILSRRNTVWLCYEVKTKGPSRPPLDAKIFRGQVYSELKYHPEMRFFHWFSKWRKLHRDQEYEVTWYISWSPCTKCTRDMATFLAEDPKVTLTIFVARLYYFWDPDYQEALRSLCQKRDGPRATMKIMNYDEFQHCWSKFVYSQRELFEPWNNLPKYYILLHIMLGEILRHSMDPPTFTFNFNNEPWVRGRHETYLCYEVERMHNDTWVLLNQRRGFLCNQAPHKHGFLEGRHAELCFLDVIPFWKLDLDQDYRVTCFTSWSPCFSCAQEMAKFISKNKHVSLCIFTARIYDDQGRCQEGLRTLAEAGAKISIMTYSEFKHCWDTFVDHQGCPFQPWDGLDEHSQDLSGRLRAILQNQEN
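Read-out is eYFP fluorescence (Ex 488/Em 500-530) from Vif-expressing HeLa A3G-eYFP cells; more signal means A3G escaped Vif-mediated degradation. Cells plated overnight, compound pinned in, incubated overnight at 37 deg C.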
Vif-A3F inh = inhibitors of Vif-A3F interaction; AID 602313; Potency, µM (titrated, usually from 46.1 µM), inactives show at the highest dose activity, negative = active; 390,000 tested, 0.2% active; HeLa A3F-eYFP + Vif (tagged APOBEC3F with the HIV-1 protein that degrades it), YFP fluorescence increase; also: % of control where 0% means no effect; nearly all actives have a fitted effect of over 65% in size
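Fluorescence increase (Ex 488/Em 500-530) after overnight compound treatment at 37 deg C flags inhibition of Vif-driven A3F-eYFP loss in stable HeLa A3F-eYFP/Vif cells seeded overnight beforehand.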
TrxR1 substrate = is turned over as a substrate by rat TrxR1; purified TrxR1 substrate turnover, NADPH consumption readout; Potency, µM (doses to about 114 µM), for the others: at the highest dose activity change, negative = substrate turnover; 390,000 tested, 0.01% active; AID 588456; also: % is scaled to controls: 0 for no effect and ±100 for the full control effect; nearly all actives have a fitted effect of over 50% in size
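Rat TrxR1, dispensed at 90 nM, was prereduced with 400 uM NADPH (final) for 5 min at ~22 deg C, then incubated with compound 15 min before 400 uM selenite. A first-read NADPH fluorescence drop versus no-compound background flagged substrates.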
RGS4 inhibitor = inhibitors of human regulator of G protein signaling 4 | Transcreener GDP fluorescence polarization, RGS4-accelerated GTP hydrolysis | 390,000 tested, 0.039% active | Potency, µM (top dose mostly 114 µM), for the others: at the highest dose activity change, negative = inhibition, usual class: inhibitors; also: % is scaled to controls: 0 for no effect and ±100 for the full control effect; nearly all actives have a fitted effect of over 75% in size; some results filed as inactive show a strong effect at the top dose
Target sequence (P49798 whole entry, looked up): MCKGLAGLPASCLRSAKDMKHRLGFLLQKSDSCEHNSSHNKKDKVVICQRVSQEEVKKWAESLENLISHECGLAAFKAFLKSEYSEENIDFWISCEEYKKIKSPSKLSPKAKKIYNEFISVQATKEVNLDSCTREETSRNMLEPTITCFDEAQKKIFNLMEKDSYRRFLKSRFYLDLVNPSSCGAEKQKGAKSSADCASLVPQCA
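MLSMR compounds (23 nl, pin-transferred) preincubated 10 min at room temperature with a 500nM (2x) first reagent, then RGS4 at 900nM (2x) plus Transcreener GDP mix added; fluorescence polarization (620/688 nm) read before and after 90 min at 30 °C.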
USP1-UAF1 inh = inhibitors of human USP1/UAF1 deubiquitinase. O94782. recombinant USP1/UAF1, Ub-Rhodamine cleavage fluorescence. Potency, µM (doses to about 57.1 µM), inactives show top-dose activity change, negative = inhibition, hits mostly inhibitors. 390,000 tested, 0.23% active. AID 743255; also: % is scaled to controls: 0 for no effect and ±100 for the full control effect; nearly all actives have a fitted effect of over 60% in size; inactives centre near -12
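1 nM enzyme complex + cpd, 15 min RT; start with Ub-Rho 150nM final; kinetic fluorescence ex 480/em 540, 6 reads q60 s. Buffer 50mM HEPES pH 7.8, 0.5mM EDTA, 0.1 mg/ml BSA, 1mM TCEP, 0.01% Tween-20.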
RXFP1 ag = RXFP1 (human) receptor agonism; Potency, µM (top dose mostly 57.5 µM), without a hit: at the highest dose activation, actives largely listed as activators; 370,000 tested, 0.3% active; AID 2676; Q9HBX9; HEK293T-RXFP1 cAMP TR-FRET, 30 min; response scale: percent of porcine relaxin response, buffer zero; also: % is scaled to controls: 0 for no effect and ±100 for the full control effect; nearly all actives have a fitted effect of over 60% in size; many of its hits are not listed in these tables
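Agonist response is measured as cAMP accumulation in an RXFP1-transfected HEK293T line under PDE4 inhibition. Values are scaled between buffer-only and 29 nM porcine relaxin, and EC50s come from standard Hill equation fits.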
Active calls of the source: *; ? = inconclusive; / = not tested or not shown; [ ] = another dose, or the depositor's remark. Calls follow the shape of the dose curve; as a rule, active = well fitted curve in the direction sought with a large enough effect; inconclusive = small, poorly fitted or top-dose-only effect, or another doubt; inactive = no such curve, though single readings can be large; an effect the other way counts as inactive or inconclusive. Potency is read from the fitted curve at half-maximal effect. Some of the compounds tested, so the mix of outcomes need not match the whole.

Structure,RGS4 inhibitor,IDH1 R132H inh,TrxR1 substrate,TrxR1 inh,12-LOX inh,Vif-APOBEC3G blk,RXFP1 ag,Vif-A3F inh,USP1-UAF1 inh
COc1cccc(NC(=O)c2cccc(C)c2[N+](=O)[O-])c1,3.0%,10.9%,-1.7%,13.6%,-1.5%,0.0%,2.3%,18.1%,-21.6%
CCCCn1c(N)c(N(CCOC)C(=O)c2cccc(S(=O)(=O)N3CCCCCC3)c2)c(=O)[nH]c1=O,-9.3%,1.5%,-1.4%,-3.5%,-11.0%,-0.6%,-0.5%,0.0%,-9.8%
O=C(CSc1nc(Nc2ccc(F)c(F)c2)c2ccccc2n1)c1ccc(Cl)cc1,-18.5%,-13.0%,-0.7%[57.1 µM],11.0%[57.1 µM],-23.3%,-8.5%,7.1%,?,-8.7%
CCOC(=O)c1c([N+](=O)[O-])c(C)[nH]c(=O)c1C#N,-3.4%[56.9 µM],-9.7%,-1.9%,1.8%,5.9%,0.3%,1.0%,3.6%,-17.4%
COc1ccc(NC(=O)c2ccc3c(c2)N(Cc2cccc(Cl)c2)C(=O)c2ccccc2S3=O)cc1Cl (stereo not given),-17.8%,-10.1%,5.3%[57.1 µM],7.2%[57.1 µM],-52.3%,1.8%,0.0%,1.4%,?
O=C(NNS(=O)(=O)c1ccc(C(=O)NC2CCCC2)cc1)c1ccncc1,7.8%,-4.1%,-2.2%[57.1 µM],11.6%[57.1 µM],-16.0%,-0.9%,-0.3%,-9.6%,-8.3%
O=C(COC(=O)c1ccc(NS(=O)(=O)c2cccs2)cc1O)NC1CCCCC1,-10.4%,-5.1%,-3.8%,6.8%,6.4%,-8.2%,0.9%,-5.0%,-9.0%
CN(C)CCCNC(=O)C(=O)NCC(c1ccc2c(c1)OCO2)N1CCOCC1 (stereo not given),-2.4%,4.9%,3.4%[57.1 µM],17.2%[57.1 µM],-11.4%,1.5%,2.7%,-3.6%,-6.8%
Cc1ccc(Cl)c(OC(=O)C2CSC3(C)CCC(=O)N23)c1 (stereo not given),-1.2%,-1.2%,1.3%,3.9%,-1.6%,2.7%,0.1%,5.1%,-21.3%
CC(=O)N1CCc2cc(Br)cc(S(=O)(=O)N3CCC(C(=O)Nc4ccc(C(C)C)cc4)CC3)c21,-26.7%,15.4%,0.9%,3.2%,-0.4%,2.9%,1.1%,-1.5%,-6.9%
CC(=O)Nc1c(C(=O)O)ccc(C)c1OCc1ccccc1,1.8%,-4.0%,1.7%,2.8%,-0.9%,2.1%,/,4.5%,-19.8%
COc1ccccc1CN1CC(C(=O)NCCc2ccccc2Cl)CCC1=O (stereo not given),9.4%,-0.7%,5.5%,20.2%,11.0%,-1.5%,0.3%,10.4%,-17.0%
CC1(C)CCC(c2ccc(Cl)cc2)=C(CN2CCN(c3ccc(C(=O)NS(=O)(=O)c4ccc(N[C@H](CCN5CCOCC5)CSc5ccccc5)c(S(=O)(=O)C(F)(F)F)c4)cc3)CC2)C1,/,/,-1.3%,6.2%,6.0%[57.4 µM],-6.6%,/,/,/
COc1ccc(C2/C(=C(/O)c3ccc(C)cc3)C(=O)C(=O)N2CCCN2CCOCC2)cc1 (stereo not given),8.8%,-4.3%,-7.2%,-4.8%,?,-2.0%,-0.1%,-1.9%,-11.0%
Nc1c2c(nc3ccc(Br)cc13)N(Cc1ccccc1)CC2,-19.3%,-1.9%,-3.9%,18.0%,?,-22.1%,0.0%,-1.1%,-16.2%
O=C(COC(=O)CN1C(=O)NC2(CCCCC2)C1=O)Nc1cc(F)ccc1F,14.9%,-8.0%,1.5%,21.5%,-17.5%,-10.3%,/,-4.0%,-4.9%
CC(=O)c1cnc2cc(-c3ccc(Cl)cc3)nn2c1C,-14.3%,5.7%,23.2%[57.1 µM],24.4%[57.1 µM],0.0%,0.2%,3.3%,7.5%,-0.4%
O=C(O)CCCNS(=O)(=O)c1ccc(NCc2ccccc2)c(C(=O)O)c1,-4.1%,3.7%,7.1%,-0.8%,384.4%[activator],1.5%,0.7%,0.0%,-12.9%
Cc1cc(C)c(C#N)c(SCC2COc3ccccc3O2)n1 (stereo not given),-32.6%,8.8%,-23.3%[57.1 µM],11.0%[57.1 µM],-1.4%,-1.8%,1.8%,5.6%,-14.7%
CCOC(=O)C(Cc1ccccc1)(Cc1ccccc1)C(C)=O,3.6%,9.8%,1.8%[57.1 µM],4.8%[57.1 µM],-39.4%,-0.7%,0.0%,?,-11.8%

Two entries from above, with each value named.
CCOC(=O)c1c([N+](=O)[O-])c(C)[nH]c(=O)c1C#N
  RGS4 inhibitor: -3.4%[56.9 µM] | IDH1 R132H inh: -9.7% | TrxR1 substrate: -1.9% | TrxR1 inh: 1.8% | 12-LOX inh: 5.9% | Vif-APOBEC3G blk: 0.3% | RXFP1 ag: 1.0% | Vif-A3F inh: 3.6% | USP1-UAF1 inh: -17.4%

COc1ccc(NC(=O)c2ccc3c(c2)N(Cc2cccc(Cl)c2)C(=O)c2ccccc2S3=O)cc1Cl (stereo not given)
  RGS4 inhibitor: -17.8% | IDH1 R132H inh: -10.1% | TrxR1 substrate: 5.3%[57.1 µM] | TrxR1 inh: 7.2%[57.1 µM] | 12-LOX inh: -52.3% | Vif-APOBEC3G blk: 1.8% | RXFP1 ag: 0.0% | Vif-A3F inh: 1.4% | USP1-UAF1 inh: ?

Next entries:
Structure,RGS4 inhibitor,IDH1 R132H inh,TrxR1 substrate,TrxR1 inh,12-LOX inh,Vif-APOBEC3G blk,RXFP1 ag,Vif-A3F inh,USP1-UAF1 inh
CSc1ccc(CCNC(=O)CCCn2c(=O)c3cccn3c3ccccc32)cc1,-24.0%,7.8%,-2.8%,23.5%,-9.9%,1.7%,3.6%,-7.7%,-5.0%
Cc1ccc2cccc(NC(=O)c3ccc(C#N)cc3F)c2n1,-18.5%,4.9%,10.9%[11.4 µM],12.5%,-6.3%,3.5%,6.2%,2.9%,0.5%
Nc1ccc(-c2ccc(N)cc2C(F)(F)F)c(C(F)(F)F)c1,-29.0%,2.1%,-10.9%,22.8%[57.1 µM],?,?,-0.4%,4.0%,-20.4%
Cc1ccc(-c2nn(-c3ccccc3)cc2/C=C2\SC(=S)N(CCCCCC(=O)O)C2=O)o1,?,?,-9.9%,-19.8%,31.6µM*,0.2%,6.5%,?,7.08µM*
CCN(C(=O)COC(=O)c1cccc(-n2cnnn2)c1)C1CCCCC1,3.8%,19.3%,4.5%[57.1 µM],-0.6%[57.1 µM],-2.8%,-1.0%,0.5%,-22.8%,-7.3%
CC1=C(C(=O)NC2CC(C)(C)Cc3c2cnn3-c2cccc(F)c2)OCCO1 (stereo not given),-5.1%,-2.5%,-4.8%,2.9%,11.8%,4.9%,-1.6%,3.4%,-3.2%
Nn1c(SCC(=O)Nc2ccccc2F)nnc1-c1cccs1,5.0%,1.5%,1.0%[57.1 µM],2.9%[57.1 µM],9.0%,-0.1%,0.9%,1.5%,-17.3%
COc1cc2c(cc1OC)C(c1cccnc1)CC(=O)N2 (stereo not given),-22.7%,16.1%,5.0%,16.8%,42.0%[activator][57.4 µM],0.5%,0.6%,4.4%,1.8%
Cc1ccc(C)c(NC(=O)c2cc(S(=O)(=O)N3CCCCC3)c[nH]2)c1,7.1%,-3.7%,-1.5%,-3.9%,-8.3%,-0.1%,-4.7%,4.6%,-12.1%
COc1ccc(-c2csc(NC(=O)C3CC(=O)N(c4ccc5c(c4)OCCO5)C3)n2)cc1 (stereo not given),-21.6%,0.4%,2.7%,8.7%,?,-16.5%,0.2%,0.6%,-14.1%
O=C(COC(=O)c1ccc2ncsc2c1)Nc1ccccc1Br,20.6%,0.8%,8.2%,24.6%,-12.1%,-0.6%,2.7%,7.7%,-14.4%
Cc1ccc(Nc2c(-c3ccc(N(C)C)cc3)nc3ccccn23)cc1,6.0%,10.0%,150.5%[activator],136.4%[activator],?,0.3%,22.5%,-2.2%,-14.7%
CN1CCN(C(=O)c2ccc3c(=O)n(Cc4ccco4)c(=S)[nH]c3c2)CC1,-4.5%,17.0%,0.3%,-17.6%,-7.7%,-3.5%,-0.3%,-2.5%,-3.0%
CC(=O)Nc1cccc(OCc2cccc([N+](=O)[O-])c2)c1,8.7%,14.4%,-0.4%[11.4 µM],-7.7%[11.4 µM],-3.9%,0.0%,/,3.2%,-20.0%

Ordered by count of non-hydrogen atoms (rising): part of the list above
Structure,RGS4 inhibitor,IDH1 R132H inh,TrxR1 substrate,TrxR1 inh,12-LOX inh,Vif-APOBEC3G blk,RXFP1 ag,Vif-A3F inh,USP1-UAF1 inh
CN1CCN(C(=O)c2ccc3c(=O)n(Cc4ccco4)c(=S)[nH]c3c2)CC1,-4.5%,17.0%,0.3%,-17.6%,-7.7%,-3.5%,-0.3%,-2.5%,-3.0%
CC1=C(C(=O)NC2CC(C)(C)Cc3c2cnn3-c2cccc(F)c2)OCCO1 (stereo not given),-5.1%,-2.5%,-4.8%,2.9%,11.8%,4.9%,-1.6%,3.4%,-3.2%
Cc1ccc(-c2nn(-c3ccccc3)cc2/C=C2\SC(=S)N(CCCCCC(=O)O)C2=O)o1,?,?,-9.9%,-19.8%,31.6µM*,0.2%,6.5%,?,7.08µM*
